# From PubChem BioAssay
# G9a block – blocks human histone lysine methyltransferase G9a. Potency, µM (doses to about 102 µM), without a hit: at the top dose activity, negative = inhibition, hits mostly inhibitors. G9a H3K9 monomethylation, AlphaScreen, 2 h. AID 504332. hit rate 8.8% among 350,000. Q96KQ7; active = well fitted inhibition curve with a large enough effect; inconclusive = small, poorly fitted or top-dose-only effect; inactive = no such curve, though single readings can be large or run the other way; also: nearly all actives have a fitted effect of over 75% in size
# Target sequence (Q96KQ7 913-1193 limits assumed): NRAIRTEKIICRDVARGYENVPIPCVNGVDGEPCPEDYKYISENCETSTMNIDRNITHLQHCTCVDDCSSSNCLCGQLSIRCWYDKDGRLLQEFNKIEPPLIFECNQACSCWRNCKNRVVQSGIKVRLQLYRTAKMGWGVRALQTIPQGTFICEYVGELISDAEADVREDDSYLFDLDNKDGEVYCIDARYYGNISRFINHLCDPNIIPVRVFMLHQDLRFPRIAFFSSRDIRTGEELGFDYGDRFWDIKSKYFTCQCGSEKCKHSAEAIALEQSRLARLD
#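 G9a (20 nM) was preincubated 15 min with compound, then reacted 2 h at room temperature with 500 nM biotin-H3K9 peptide and 20 µM SAM. Monomethyl-H3K9 detected by AlphaScreen using anti-H3K9me1 antibody.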
# Numbers without * were called inactive; ? = inconclusive; [ ] = remark or other dose. % is scaled to controls: 0 for no effect and ±100 for the full control effect; potency is read from the fitted curve at half-maximal effect.
# Sample of the layout, 3 compounds:
G9a block | compound
? | CC(=O)Nc1cccc(C2=CC(c3ccco3)n3ncnc3N2)c1 (stereo not drawn)
-33%[2.33 µM] | CCN(CC)Cc1ccc(Nc2ccnc3cc(Cl)ccc23)cc1O
-5% | O=c1cc(-c2cccc(F)c2)[nH]c2cc(Cl)ccc12

# The listing, from the first entry:
G9a block | compound
? | CC(=O)Nc1cccc(C2=CC(c3ccco3)n3ncnc3N2)c1 (stereo not drawn)
-33%[2.33 µM] | CCN(CC)Cc1ccc(Nc2ccnc3cc(Cl)ccc23)cc1O
-5% | O=c1cc(-c2cccc(F)c2)[nH]c2cc(Cl)ccc12
5%[21.5 µM] | COc1ccc2c3c([nH]c2c1)[C@@H]1C[C@@H]2[C@@H](C[C@H](O)[C@H](OC)[C@H]2C(=O)O)CN1CC3
-14%[2.33 µM] | COc1ccc(-c2coc3c(OC)c(OC)cc(OC)c3c2=O)cc1
-16%[59 µM] | CCCCC[C@H](O)C/C=C1/C(=O)C=C[C@@H]1C/C=C\CCCC(=O)O
0%[12.7 µM] | C[C@@H](Oc1ccc(Oc2cnc3ccc(Cl)cc3n2)cc1)C(=O)O
24%[21.5 µM] | C[C@@H]1[C@H]2CC[C@@H]3[C@@H]4CC=C5C[C@@H](N(C)C)CC[C@]5(C)[C@@H]4CC[C@@]32CN1C
12%[21.5 µM] | CC[N+]1(C)[C@@H]2CC[C@H]1CC(OC(=O)[C@H]1CC[C@@](C(=O)OC3C[C@H]4CC[C@@H](C3)[N+]4(C)CC)(c3ccccc3)c3ccccc31)C2 (stereo partly drawn)
-27%[59 µM] | Cc1cc(C)nc(/N=C/c2c(O)n(C)c(=O)n(C)c2=O)n1
-24% | Cc1[nH]c(=O)[nH]c(=O)c1/C=N\NC(=O)CCc1ccc(OC(C)C)cc1
20% | CC(C)[C@H]1COC(c2cc(Cl)cc(Cl)c2)=N1
-2% | O=C(NCCc1ccccc1)c1cccc(Br)n1
4%[59 µM] | COC(=O)c1ccc2c(c1)c(I)c(-c1ccc(OC)cc1)n2C
18%[12.7 µM] | Nc1ncnc2c1ncn2[C@@H]1O[C@H](C(=O)NC2CC2)[C@H](O)[C@H]1O
13%[21.5 µM] | CN1Cc2c(N)cccc2[C@H](c2ccccc2)C1
-30%[2.33 µM] | CC(C)(N=NC(C)(C)C(=N)N)C(=N)N
-30%[2.33 µM] | COC(=O)CC1C2(C)CC34OC5(C)O[C@@]6(C7/C(=C(/OC)C(C)C)C(=O)OC(c8ccoc8)[C@@]7(C)C(OC(=O)C(C)C)C(OC)[C@]6(O5)[C@@]13C)C(OC)[C@]4(OC)C2OC(C)=O (stereo partly drawn)
21%[12.7 µM] | OC[C@H]1O[C@@H](n2cnc3c(N[C@H]4CC5CCC4C5)ncnc32)[C@H](O)[C@@H]1O (stereo partly drawn)
8%[59 µM] | NCC(=O)N[C@@H](CCCN=C(N)N)C(=O)NCC(=O)N[C@@H](CC(=O)O)C(=O)N[C@@H](CC(N)=O)C(=O)N1CC[C@@H](C(=O)O)C1
? | COc1ccc2c(c1)C(c1ccc3c(c1)OCO3)CC(=O)O2 (stereo not drawn)
-36%[2.33 µM] | CC(=O)OC1CC(OC(C)=O)[C@]2(C)C(CC(=O)[C@]3(C)C2CC[C@@]2(C)C(C(=O)O)OC(=O)C4OC423)C1(C)C (stereo partly drawn)
? | Nc1nc(=S)c2ncn([C@H]3O[C@@H](CO)[C@@H](O)[C@@H]3O)c2[nH]1
31%[21.5 µM] | Nc1ccn([C@@H]2CC[C@H](CO)O2)c(=O)n1
17%[59 µM] | CC(C)C[C@@H](NC(=O)[C@@H](O)[C@H](N)Cc1ccccc1)C(=O)O
-10%[2.33 µM] | C=C[C@]1(C)CC(=O)[C@@]2(O)[C@@]3(C)C(O)CCC(C)(C)C3C(O)C(OC(C)=O)[C@@]2(C)O1 (stereo partly drawn)
16%[12.7 µM] | Cc1cn([C@H]2C[C@@H](N=[N+]=[N-])[C@@H](CO)O2)c(=O)[nH]c1=O
? | CCCCn1c(SCc2cc(=O)n3ccsc3n2)nc2cc(C(=O)OC)ccc2c1=O
? | CC(=O)OC1CC2C(C)(C)C(O)CC(O)[C@@]2(C)C2CC[C@@]3(C)C(=CC(=O)OC3c3ccoc3)[C@]12C (stereo partly drawn)
-7%[2.33 µM] | COc1cc(-c2coc3cc(OC)c(OC)c(OC)c3c2=O)cc(OC)c1OC

# Shown field by field: part of the list above.
Cc1[nH]c(=O)[nH]c(=O)c1/C=N\NC(=O)CCc1ccc(OC(C)C)cc1
  G9a block = -24%

Cc1cc(C)nc(/N=C/c2c(O)n(C)c(=O)n(C)c2=O)n1
  G9a block = -27%[59 µM]

# Next compounds
G9a block | compound
-5%[59 µM] | CCOC(=O)c1ccccc1NC(=O)CC1Nc2ccccc2NC1=O (stereo not drawn)
53%[activator][12.7 µM] | C[C@H]1CC2[C@@H]3CCC4=CC(=O)C=C[C@]4(C)[C@@]3(Cl)[C@@H](O)C[C@]2(C)[C@@]1(O)C(=O)CO (stereo partly drawn)
-30%[2.33 µM] | CCCCCCCC/C=C/CCCCCCCCOP(=O)([O-])OCC[N+](C)(C)C
8%[12.7 µM] | CC[C@H](C)C(=O)O[C@H]1CCC=C2C=C[C@H](C)[C@H](CC[C@@H]3C[C@H](O)CC(=O)O3)C21 (stereo partly drawn)
? | O=C1N=C(N2CCOCC2)S/C1=C1\C(=O)N(Cc2ccccc2)c2ccc(Br)cc21
21%[21.5 µM] | CC(=O)O[C@H]1C[C@H]2CC[C@@H]3[C@@H](CC[C@]4(C)[C@H](OC(C)=O)[C@H]([N+]5(C)CCCCC5)C[C@@H]34)[C@]2(C)C[C@H]1[N+]1(C)CCCCC1
22%[21.5 µM] | Clc1cnccn1
19% | COc1ccc(-c2ccc(-c3cc(=O)oc4cc(C)cc(C)c34)cc2)cc1
26%[59 µM] | c1nc(N2CCNCC2)c2sc3nc(N4CCOCC4)c4c(c3c2n1)CCC4
91%[activator] | C=C1c2cccc(C(F)(F)F)c2O[C@H](C(=O)OCC)[C@@H]1CCCCCC
19%[135 µM] | CC(=O)N1CC[C@H]2CC(=O)CC[C@@]21C
23%[21.5 µM] | C[C@]12CCC3c4ccc(O)cc4CCC3[C@@H]1CCC2=O (stereo partly drawn)
9%[21.5 µM] | COc1cc(/C=C\C(=O)N2CCC=CC2=O)cc(OC)c1OC
-24% | O=c1cc(-c2ccccc2Cl)oc2c([N+](=O)[O-])ccc(O)c12
17%[21.5 µM] | C[C@H](CCC(=O)O)[C@H]1CC[C@@H]2[C@H]3CC[C@H]4C[C@@H](O)CC[C@@]4(C)[C@H]3CC[C@]21C

# Given as tab-separated lines: 6 of the compounds above
SMILES	G9a block
COc1ccc(-c2coc3c(OC)c(OC)cc(OC)c3c2=O)cc1	-14%[2.33 µM]
CCCCC[C@H](O)C/C=C1/C(=O)C=C[C@@H]1C/C=C\CCCC(=O)O	-16%[59 µM]
C[C@@H](Oc1ccc(Oc2cnc3ccc(Cl)cc3n2)cc1)C(=O)O	0%[12.7 µM]
C[C@@H]1[C@H]2CC[C@@H]3[C@@H]4CC=C5C[C@@H](N(C)C)CC[C@]5(C)[C@@H]4CC[C@@]32CN1C	24%[21.5 µM]
CC[N+]1(C)[C@@H]2CC[C@H]1CC(OC(=O)[C@H]1CC[C@@](C(=O)OC3C[C@H]4CC[C@@H](C3)[N+]4(C)CC)(c3ccccc3)c3ccccc31)C2 (stereo partly drawn)	12%[21.5 µM]
Cc1cc(C)nc(/N=C/c2c(O)n(C)c(=O)n(C)c2=O)n1	-27%[59 µM]

# The main list resumes, starting two compounds before the break.
G9a block | compound
-24% | O=c1cc(-c2ccccc2Cl)oc2c([N+](=O)[O-])ccc(O)c12
17%[21.5 µM] | C[C@H](CCC(=O)O)[C@H]1CC[C@@H]2[C@H]3CC[C@H]4C[C@@H](O)CC[C@@]4(C)[C@H]3CC[C@]21C
23%[21.5 µM] | C[C@@H]1C(=O)O[C@@H]2C[C@]34[C@H]5C[C@@H](C(C)(C)C)[C@@]36[C@@H](OC(=O)[C@@H]6O)O[C@@]4(C(=O)O5)[C@@]12O
20%[21.5 µM] | C[C@]1(OC(=O)/C=C\c2ccccc2)C[C@@H](O)[C@@]2(O)C=CO[C@@H](O[C@H]3O[C@@H](CO)[C@@H](O)[C@@H](O)[C@@H]3O)[C@H]21
-32%[2.33 µM] | C=C(C)C1COc2cc3oc(=O)ccc3cc2O1 (stereo not drawn)
6%[59 µM] | C=CCn1c(=N)c(C(=O)OCC)cc2c(=O)n3cc(C)ccc3nc21
-3%[2.33 µM] | CCC(C)(C)C(=O)OC1CC(C)C=C2C=CC(C)C(CCC3CC(O)CC(=O)O3)C21 (stereo not drawn)
29%[135 µM] | O=C1C2CCC(C2)[C@@H]2CCCCN12 (stereo partly drawn)
-2%[2.33 µM] | COc1ccc2c(c1OC)C(=O)O[C@H]2C1c2c(cc3c(c2OC)OCO3)CCN1C (stereo partly drawn)
-41%[2.33 µM] | CC(=O)OCC(=O)[C@@]12OC(C)(C)OC1CC1C3CC(F)C4=CC(=O)C=C[C@@]4(C)[C@@]3(F)C(O)C[C@]12C (stereo partly drawn)
-3%[2.33 µM] | COc1ccc(CCC(=O)c2c(O)cc(OC3OC(CO)C(O)C(O)C3O[C@@H]3OC(C)C(O)C(O)C3O)cc2O)cc1O (stereo partly drawn)
-27%[2.33 µM] | C=C1CCC(O)C/C1=C/C=C1\CCC[C@@]2(C)C(C(C)/C=C/C(C)C(C)C)CC[C@@H]12 (stereo partly drawn)
10%[59 µM] | COc1ccc(S(=O)(=O)N(CCO)c2ccccc2CN(C)CC=Cc2ccc(Cl)cc2)cc1
? | COc1ccc2c(c1)C(c1ccccc1C)CC(=O)O2 (stereo not drawn)
-10%[2.33 µM] | CC(=O)C1CCC2C3CC=C4CC(O)CC[C@@]4(C)C3CC[C@]12C (stereo partly drawn)
31%[21.5 µM] | C[C@@H]1O[C@H](O[C@@H]2[C@@H](Oc3cc(O)c4c(c3)O[C@H](c3ccc(O)cc3)CC4=O)O[C@@H](CO)[C@@H](O)[C@H]2O)[C@@H](O)[C@H](O)[C@@H]1O
35µM* | COc1ccccc1C1CC(=O)Oc2cc3c(cc21)OCO3 (stereo not drawn)
2%[2.33 µM] | CC(=O)OCC(=O)[C@@]1(O)CCC2C3CCC4=CC(=O)CC[C@]4(C)C3C(=O)C[C@]21C (stereo partly drawn)
-4%[2.33 µM] | CNC1C(O)C(O[C@H]2C(O)[C@@H](OC3OC(CN)=CCC3N)[C@H](N)C[C@@H]2N)OC[C@]1(C)O (stereo partly drawn)
8.9µM* | O=C[C@@H]1CCCN1C(=O)[C@@H]1CCCN1C(=O)OCc1ccccc1
-37%[2.33 µM] | O=C1OC(C(O)CO)C(O)=C1O (stereo not drawn)
32%[21.5 µM] | Cc1onc(-c2c(Cl)cccc2Cl)c1C(=O)N[C@H]1C(=O)N2[C@H]1SC(C)(C)[C@H]2C(=O)O
5%[2.33 µM] | CC1CCC2(OC1)OC1CC3C4CC[C@@H]5CC(O)CC[C@@]5(C)C4CC(=O)[C@]3(C)C1C2C (stereo partly drawn)
35%[21.5 µM] | Cc1onc(-c2c(F)cccc2Cl)c1C(=O)N[C@H]1C(=O)N2[C@H]1SC(C)(C)[C@H]2C(=O)O
14%[59 µM] | Cn1c(=O)c2c(nc(CN3CCN(c4ccccc4)CC3)n2Cc2ccccc2F)n(C)c1=O
? | Oc1cc(O)c2c(c1)OC(c1cc(O)c(O)c(O)c1)C(O)C2 (stereo not drawn)
105%[activator] | CC[C@H]1C(c2cccc(C)c2)=NN(c2ccccc2)[C@@H]1CO
28%[21.5 µM] | CCC(=O)O[C@@]1(C(=O)CCl)[C@@H](C)C[C@@H]2[C@H]3CCC4=CC(=O)C=C[C@@]4(C)[C@]3(F)[C@@H](O)C[C@@]21C
4%[2.33 µM] | COC1[C@H](OC(N)=O)C(O)[C@H](Oc2ccc3c(O)c(NC(=O)c4ccc(O)c(CC=C(C)C)c4)c(=O)oc3c2C)OC1(C)C (stereo partly drawn)
12%[21.5 µM] | C[C@@]1(O)CCOC(=O)C1
-48%[2.33 µM] | NC(N)=NCCCC(NC(=O)C(N)Cc1ccc(O)cc1)C(=O)O (stereo not drawn)
-41%[2.33 µM] | CS(=O)(=O)c1ccc(C(O)C(CO)NC(=O)C(Cl)Cl)cc1 (stereo not drawn)
16%[21.5 µM] | CC(C)(C)CC(C)(C)c1ccc(OCOCCOCCO)c(Cc2cc(C(C)(C)CC(C)(C)C)cc(Cc3cc(C(C)(C)CC(C)(C)C)ccc3OCOCCOCCO)c2OCOCCOCCO)c1
-4%[2.33 µM] | CCC1OC(=O)C(C)[C@@H](O[C@H]2C[C@@](C)(OC)C(O)C(C)O2)C(C)[C@@H](O[C@@H]2OC(C)CC(N(C)C)C2O)[C@@](C)(O)CC(C)C2NC(COCCOC)O[C@H](C2C)[C@@]1(C)O (stereo partly drawn)

# Some of the compounds tested; count on the stated rates, not on these rows.
